KOR beta-arrestin-1: KOR antagonists, beta-arrestin recruitment, cell-based, luminescence, uHTS (AID 1778). KOR beta-arrestin recruitment, luminescence, antagonist mode; higher % means a stronger effect. 290,000 tested, 0.091% active. inhibition, % at 10 µM, or IC50 in µM where a hit was titrated. Kappa-type opioid receptor (Homo sapiens); also: strong numbers were not always called active
HEK293 NOD2/NF-kB: NOD2 signaling inhibitors, cell-based, luminescence, uHTS, HEK293 (AID 1566); HEK293 NOD2/NF-kB luciferase reporter, luminescence; higher % means a stronger effect; inhibition, % at 4 µM, or EC50 in µM where a hit was titrated; 290,000 tested, 0.63% active; also: many of its hits are not listed in these tables
Yfh1-off respiration: enhancers of respiration in Yfh1-depleted yeast, dose response, Friedreich's ataxia, plus single-dose screen (AID 1465). S. cerevisiae Yfh1-off respiration, WST-1 reduction, 72 h; higher fold induction means a stronger effect. one-dose fold induction at 50 µM; EC50 in µM for titrated hits. 220,000 tested, 0.074% active;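 active = fold induction of absorbance versus untreated yeast above a set limit, then at least 30% activation at any dose in follow-up; inconclusive = repeats straddling the limit, or above it without dose testing; inactive = fold induction below the set limit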;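 also: activators that raise dye reduction in frataxin-depleted yeast; strong numbers were not always called active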
West Nile antiviral: West Nile virus antiviral activity, cell-based, CPE readout (AID 1621); West Nile virus-infected cells, CPE inhibition; higher % means a stronger effect; CPE inhibition, % at 10 µM; hits with a dose series show IC50 in µM; 290,000 tested, 0.02% active; in the data active = a potency from the dose series; inconclusive = CPE inhibition mostly from about 3.7% at the one dose, without a potency; inactive = the rest, 99 in 100 with CPE inhibition below about 2.2%; also: strong numbers were not always called active
HIV peptide binding: inhibitors of HIV fusion peptide binding, primary screen, biochemical, uHTS, fluorescence dequenching (AID 1986); cell-free peptide binding, fluorescence dequenching, 30 min; higher % means a stronger effect; one-dose inhibition, % at 20 µM; IC50 in µM for titrated hits; 290,000 tested, 0.3% active; in the data active = inhibition mostly above about 52%, no sharp cut-off; inactive = mostly below about 76%; also: some results filed as inactive read as strong as hits
NOD1 inhibition: NOD1 signaling inhibitors, primary screen, cell-based, luminescence, uHTS (AID 1578); NOD1-driven NF-kB luciferase reporter cells, luminescence; higher % means a stronger effect; inhibition, % at 4 µM; hits with a dose series show EC50 in µM; 290,000 tested, 1% active; in the data active = inhibition mostly above about 36%, no sharp cut-off; inactive = mostly below about 34%;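 also: HEK-293T reporter cells stimulated with the NOD1 agonist gamma-tri-DAP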
NS5 inhibitors: Dengue-2 NS5 methyltransferase inhibitors, primary screen, biochemical, confirmation dose response (AID 588689). 340,000 tested, 0.3% active. Genome polyprotein (Dengue virus type 2 (strain 16681-PDK53)). Dengue-2 NS5 methyltransferase capping enzyme assay, biochemical; higher % means a stronger effect. inhibition, % at 25 µM; hits with a dose series show IC50 in µM; in the data active = a potency from the dose series; inconclusive = inhibition above about 29% without an active follow-up result
KOR beta-arrestin-2: KOR agonists, beta-arrestin recruitment, primary screen, cell-based, luminescence, uHTS (AID 1777); one-dose activation, % at 10 µM; EC50 in µM for titrated hits; Kappa-type opioid receptor (Homo sapiens); KOR beta-arrestin recruitment, luminescence; higher % means a stronger effect; 280,000 tested, 0.02% active; in the data active = activation above about 50%, passing the limit was not always enough; also: a part of the inactive calls stands beside numbers as strong as those of hits
AID2073: inhibitors of Mint1-CaV2.2 protein interaction, biochemical, HTRF (AID 2073); inhibition, % at 20 µM; hits with a dose series show IC50 in µM; Voltage-dependent N-type calcium channel subunit alpha-1B (Homo sapiens); 290,000 tested, 0.19% active; HTRF protein-protein interaction, Mint1-CaV2.2; higher % means a stronger effect; in the data active = inhibition mostly above about 51%, no sharp cut-off; inconclusive = no clear call, values can overlap the other calls; inactive = mostly below about 53%; also: some results filed as inactive read as strong as hits
NS5 inhibitors pilot replicate: second read-out of NS5 inhibitors, no call of its own (marks repeat the call); inhibition, %; measured here: pilot screen replicate inhibition
* hit, by the source's call; i = inactive; ? = inconclusive; · = no result given; [ ] = another dose, or the depositor's remark. Rule as the data show it, unless noted: active = inhibition above about 50%; inactive = the rest.

A first look (11 entries):
SMILES | KOR beta-arrestin-1 | HEK293 NOD2/NF-kB | Yfh1-off respiration | West Nile antiviral | HIV peptide binding | NOD1 inhibition | NS5 inhibitors | KOR beta-arrestin-2 | AID2073 | others
COC(=O)CCC(=O)Nc1ccc(NC(C)=O)cc1 | 14% | 11% | · | · | 2.4% | -19% | 2% | -4.8% | 13%
Cc1cc(C)c2nc(NC(=O)c3ccc4c(c3)OCO4)sc2c1 | -9% | 28% | i | -0.1% | 4.1% | 13% | 2% | 0.4% | 45%
COc1ccc(S(=O)(=O)Nc2ccccc2-c2nnn(CC(=O)Nc3ccccc3OC)n2)cc1 | 23% | 38% | i | -1.5% | -0.1% | 24% | -5% | 2.8% | 0%
O=C(NCc1cccs1)c1cnn2cccnc12 | 10% | -1% | i | 0.6% | -2.7% | -17% | -2% | -0.1% | 4%
CC(=O)c1ccc(NC(=O)CSc2nccn2CCc2ccccc2)cc1 | 1% | -3% | i | -0.8% | 2.9% | -51% | -3% | 0.1% | 9%
N#CC(C(=O)Nc1ccccc1)=C1Nc2ccccc2N1 | 29% | -19% | i | 0.1% | -3.5% | -2% | -7% | -4.0% | -8%
COc1ccc(N(CC(=O)N2CCN(Cc3ccccc3)CC2)S(C)(=O)=O)cc1Cl | -45%[20 µM] | -10% | · | -1.1% | 0.4% | -30% | -4% | 7.2% | 0%
Cc1ccc(NS(=O)(=O)c2c(C)[nH]c(=O)[nH]c2=O)cc1F | 6% | 7% | · | -0.1% | 1.4% | -11% | -9% | -4.6% | 8%
COc1ccc(NC(=O)COc2ccc(C(=O)c3ccc(F)cc3)cc2)cc1S(N)(=O)=O | -70% | 27% | · | 0.1% | 1.4% | -23% | -7% | -0.1% | 13%
O=C(Cc1ccccc1)Nc1ccc(NC(=O)c2cccnc2)cc1 | -24% | 3% | · | 1.0% | 3.7% | 0% | · | 6.4% | 8%
CCCCOCCCNC(=O)COc1ccccc1 | 34% | 8% | i | 0.2% | 0.2% | -27% | -3% | -2.9% | 7%

Results, previewed entries included:
SMILES | KOR beta-arrestin-1 | HEK293 NOD2/NF-kB | Yfh1-off respiration | West Nile antiviral | HIV peptide binding | NOD1 inhibition | NS5 inhibitors | KOR beta-arrestin-2 | AID2073 | others
COC(=O)CCC(=O)Nc1ccc(NC(C)=O)cc1 | 14% | 11% | · | · | 2.4% | -19% | 2% | -4.8% | 13%
Cc1cc(C)c2nc(NC(=O)c3ccc4c(c3)OCO4)sc2c1 | -9% | 28% | i | -0.1% | 4.1% | 13% | 2% | 0.4% | 45%
COc1ccc(S(=O)(=O)Nc2ccccc2-c2nnn(CC(=O)Nc3ccccc3OC)n2)cc1 | 23% | 38% | i | -1.5% | -0.1% | 24% | -5% | 2.8% | 0%
O=C(NCc1cccs1)c1cnn2cccnc12 | 10% | -1% | i | 0.6% | -2.7% | -17% | -2% | -0.1% | 4%
CC(=O)c1ccc(NC(=O)CSc2nccn2CCc2ccccc2)cc1 | 1% | -3% | i | -0.8% | 2.9% | -51% | -3% | 0.1% | 9%
N#CC(C(=O)Nc1ccccc1)=C1Nc2ccccc2N1 | 29% | -19% | i | 0.1% | -3.5% | -2% | -7% | -4.0% | -8%
COc1ccc(N(CC(=O)N2CCN(Cc3ccccc3)CC2)S(C)(=O)=O)cc1Cl | -45%[20 µM] | -10% | · | -1.1% | 0.4% | -30% | -4% | 7.2% | 0%
Cc1ccc(NS(=O)(=O)c2c(C)[nH]c(=O)[nH]c2=O)cc1F | 6% | 7% | · | -0.1% | 1.4% | -11% | -9% | -4.6% | 8%
COc1ccc(NC(=O)COc2ccc(C(=O)c3ccc(F)cc3)cc2)cc1S(N)(=O)=O | -70% | 27% | · | 0.1% | 1.4% | -23% | -7% | -0.1% | 13%
O=C(Cc1ccccc1)Nc1ccc(NC(=O)c2cccnc2)cc1 | -24% | 3% | · | 1.0% | 3.7% | 0% | · | 6.4% | 8%
CCCCOCCCNC(=O)COc1ccccc1 | 34% | 8% | i | 0.2% | 0.2% | -27% | -3% | -2.9% | 7%
N#Cc1c(NC(=O)CSc2nc(N)cc(=O)[nH]2)sc2c1CCCC2 | -38%[20 µM] | 14% | i | 0.0% | 0.4% | 29% | -9% | 1.9% | -1%
N#CCCN(Cc1cccnc1)S(=O)(=O)c1ccc(S(=O)(=O)NC2CCCCC2)cc1 | -54% | 18% | i | -0.1% | -3.9% | 39% | -1% | 3.3% | 1%
Cc1nonc1NC(=O)OCCN1CCOC1=O | 9% | 5% | i | -0.1% | 0.9% | -9% | 10% | 0.1% | -3%
Cc1nonc1NC(=O)CSc1cn[nH]n1 | -1% | 3% | · | 0.1% | -0.1% | -13% | 1% | -5.8% | -2%
N/C(Cc1ccc(Cl)cc1Cl)=N\OC(=O)c1ccccc1F | -23% | -12% | i | -0.8% | 1.0% | 1% | -11% | 0.2% | 1%
NC(=O)c1nsc(C(=O)N(c2cccc(F)c2)C(C(=O)NCc2ccccc2)c2ccc(O)cc2)c1N (configuration not stated) | -45% | 26% | · | 0.0% | 2.0% | 3% | -11% | 3.1% | 7%
Cc1cc([N+](=O)[O-])nn1CC(=O)NCc1cccs1 | -11% | -4% | i | 0.3% | -0.8% | -53% | -1% | -2.5% | 0%
CC(=O)N=c1sccn1CC(=O)c1ccc([N+](=O)[O-])cc1 | 14% | 3% | i | -0.4% | 0.6% | 6% | -1% | -0.9% | -9%
COc1ccc(/C(C)=N\NC(=O)CSc2nnc(C)s2)cc1 | 27% | 9% | i | 0.8% | 0.1% | -26% | 3% | 0.5% | -4%
O=C(OCCCN=C1NS(=O)(=O)c2ccccc21)C1CC(=O)N(c2ccc(Cl)cc2)C1 (configuration not stated) | 0% | 4% | i | 0.1% | -0.9% | -13% | 2% | -4.0% | 12%
CCOC(=O)c1ccc(N2CCN(c3cc(C)ccc3C)CC2)c(N)c1 | 36% | 8% | · | -0.1% | -1.7% | 6% | -1% | 0.8% | -2%
O=C(O)CNC(=O)CC1S/C(=N/N=C/c2ccccc2O)NC1=O (configuration not stated) | -18% | 4% | i | -0.3% | 4.7% | -10% | 1% | 0.6% | 46%
Cc1ccc(S(=O)(=O)Cc2nnnn2-c2ccccc2)cc1 | -4% | 12% | · | -0.6% | 2.3% | 2% | 0% | -2.5% | 8%
COc1ccc(C(CNC(=O)c2cc3ccccc3cc2OC)N2CCCC2)cc1 (configuration not stated) | -12% | 13% | · | · | -0.1% | -3% | -4% | -0.2% | 3% | NS5 inhibitors pilot replicate=2.0
COc1ccc2cc(S(=O)(=O)N3CCN(C)CC3)ccc2c1 | 16% | 14% | i | 0.0% | 2.4% | -26% | -8% | 1.4% | 11%
CC(C#N)On1c(SC(C)C#N)nc2ccccc2c1=O (configuration not stated) | -2% | 5% | i | 0.9% | -0.5% | -9% | 2% | 19% | -3% | NS5 inhibitors pilot replicate=3.3
Cc1ccc(NC(=O)NC(=O)CSc2n[nH]c(N)n2)c(C)c1 | -20% | 7% | i | -0.4% | 1.0% | -43% | 2% | 3.0% | -4%
CC1CCN(C(=O)c2ccc3c(c2)OCO3)CC1 | 42% | -8% | · | -0.1% | -2.0% | 11% | -6% | -2.4% | ?
CCN(CC)S(=O)(=O)c1cccc(C(=O)NCCCn2ccnc2)c1 | 20% | 20% | i | 0.4% | 0.5% | -2% | 1% | -1.0% | -6%
CCCCn1c(SCC(=O)Nc2cc(C)on2)nc2ccsc2c1=O | -3% | 20% | i | -0.7% | -2.2% | 4% | -2% | -3.4% | 1%
CCN(CC)S(=O)(=O)c1ccc2c(c1)c(=O)c(C(=O)N1CCN(c3ccccc3)CC1)cn2C | 0% | 6% | i | 0.2% | 1.8% | -31% | 0% | 5.5% | -3%
O=S(=O)(NCCc1ccncc1)c1ccc(S(=O)(=O)N2CCCCCC2)cc1 | -38% | 8% | i | -0.6% | -1.5% | 11% | -4% | -2.5% | 1%
ClC(/C=N/n1cnnc1)=C/c1ccccc1 | -22% | 9% | i | 3.0% | 0.6% | 2% | -13% | 1.1% | 5%
O=C(CCC(=O)OCC(=O)c1ccc(-c2ccccc2)cc1)Nc1cccc2cccnc12 | 10% | 14% | i | 0.3% | -2.0% | -16% | 0% | -1.7% | 5%
O=C1Nc2c(ccc(Cl)c2Cl)C(=O)C1(F)c1ccccc1 (configuration not stated) | 17% | -16% | i | -1.1% | 1.2% | -3% | -3% | -1.5% | -30%
O=C(CN1CC(c2ccccc2)CC1=O)N/N=C/c1cc(Br)ccc1O (configuration not stated) | -12% | 6% | i | -0.8% | 0.7% | 2% | -1% | 2.2% | 15%
CCn1c(N2CCN(C(=S)NCCc3ccccc3)CC2)nc2ccccc21 | 33% | -31% | i | -0.2% | -0.4% | 13% | -4% | -1.9% | -26%
CCOC(=O)/C(C#N)=C\c1cc(OC)c(OC)cc1[N+](=O)[O-] | -43%[20 µM] | -9% | i | 0.1% | -1.1% | -32% | -1% | · | -4%
Cc1cccc(NC2=NC(C)(C)N=C(N)N2)c1C | 1% | 17% | i | -0.2% | -0.7% | 8% | -13% | 1.0% | 5%
C/C(=N\OC(=O)c1ccc(C)cc1)c1sc(C)nc1C | -1% | -12% | i | -0.1% | -0.1% | -13% | -8% | -4.5% | -7%
Cc1ccc(SCCNC(=O)c2ccc(CN3CCOCC3)cc2)cc1 | -31% | -5% | i | -0.2% | 0.3% | -26% | 1% | -4.5% | 2%
Cc1ccc(Cn2c(NCCCn3ccnc3)nc3c2c(=O)n(C)c(=O)n3C)cc1 | 20% | 15% | i | -0.5% | 0.2% | -9% | 12% | 16% | 3%
NS(=O)(=O)c1ccc(NC(=O)COC(=O)CCNC(=O)NC23CC4CC(CC(C4)C2)C3)cc1 | 8% | 9% | i | 0.9% | -1.9% | 9% | 6% | 1.4% | -10%
O=C(Nc1ccccc1)N1CCC(C(=O)N2CCCC(C(F)(F)F)C2)CC1 (configuration not stated) | 25% | 14% | · | -0.3% | 0.3% | -9% | 6% | -2.4% | 10%
C=CCOC(=O)C1=C(C)NC(SCC(=O)OCC)=C(C#N)C1c1ccc(C)cc1 (configuration not stated) | 11% | 4% | i | 0.1% | -1.1% | -15% | -7% | -0.5% | -23%

From PubChem BioAssay

These rows are one share of the data; rates above refer to the full screens.
